IMP-1 inhibitor: IMP-1 metallo-beta-lactamase inhibitors, primary screen, biochemical, epi-absorbance readout, Pseudomonas aeruginosa enzyme; metallo-beta-lactamase IMP-1 (Pseudomonas aeruginosa); purified IMP-1, nitrocefin hydrolysis, epi-absorbance fluorescence; inhibition, % at 5.6 µM; 0.45% of 290,000 active;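 active means inhibition above the mean plus 3 SD of all compounds in the same screening run, cut at about 4.5% in these data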;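 further: 0% = IMP-1 with DMSO and 100% = DMSO wells lacking enzyme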
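System: Purified recombinant IMP-1 metallo-beta-lactamase enzyme | Measured by: Fluorescence quenching readout, ex 480/em 530 nm | Replication: Singlicate | Incubation: 15 min preincubation plus 25 min reaction at 25 °C | Evaluation: Percent inhibition from optical density relative to buffer-blank wells | Benchmarks: DMSO with and without IMP-1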
NS3 helicase inh: inhibitors of HCV NS3 helicase, primary screen, biochemical, Cy5 molecular beacon fluorescence; Hepatitis C virus NS3 helicase; NS3 helicase DNA unwinding; inhibition, % at 10.9 µM; 0.56% of 290,000 active; AID 1800, 2009;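 active means inhibition above the mean of all tested compounds plus 3 SD, set per campaign, cut at about 35% in these data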;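 further: 0% = DMSO wells and 100% = thioflavine S control wells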
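Control set: DMSO versus 110 µM thioflavine S; Material: NS3 helicase fragment of HCV; Measured by: Cy5 fluorescence at 0 and 60 min, beacon hairpin quenching; Read-out basis: percent inhibition from t60/t0 fluorescence ratio; Times: reaction time 60 min, 25 °C; Repeats: single replicate; Compound dosing: single dose, 10.9 µM nominal final, DMSO 0.8% final.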
GalR3 antag: GalR3 antagonists in HEK293 cells, primary screen, cell-based, fluorescence readout. inhibition, % at 3 µM. HEK293 GalR3-CNG cAMP membrane potential fluorescence; galR3 body fused to GalR1 C-terminus. Galanin receptor type 3 (Homo sapiens), O60755. 0.44% of 360,000 active;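 active means inhibition above the screen-wide average plus 3 SD, cut at about 13% in these data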;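 further: forskolin and galanin both at EC90 stimulate the cells; cAMP rise reported by CNG channel membrane potential dye signal; 0% = forskolin plus galanin with DMSO and 100% = forskolin alone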
Target sequence (O60755 1-299 limits assumed): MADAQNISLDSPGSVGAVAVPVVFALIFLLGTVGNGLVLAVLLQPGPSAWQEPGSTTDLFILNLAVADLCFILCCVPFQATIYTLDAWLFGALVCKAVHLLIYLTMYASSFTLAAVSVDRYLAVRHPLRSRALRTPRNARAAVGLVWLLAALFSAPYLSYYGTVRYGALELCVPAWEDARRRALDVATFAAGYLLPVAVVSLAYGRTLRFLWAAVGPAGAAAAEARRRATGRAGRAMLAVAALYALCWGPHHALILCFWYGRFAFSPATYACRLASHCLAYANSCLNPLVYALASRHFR
GPR7 antag: GPR7 receptor antagonists, primary screen, cell-based, fluorescence, single concentration; 1.1% of 290,000 active; inhibition, % at 4.4 µM; GPR7-expressing cells, fluorescence antagonist assay; Neuropeptides B/W receptor type 1 (Homo sapiens), P48145; in the data active means inhibition above about 16%, passing the limit was not always enough;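 further: cells stimulated with the agonist NPW; 0% = agonist with vehicle and 100% = vehicle without agonist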
Target sequence (P48145 whole entry, looked up): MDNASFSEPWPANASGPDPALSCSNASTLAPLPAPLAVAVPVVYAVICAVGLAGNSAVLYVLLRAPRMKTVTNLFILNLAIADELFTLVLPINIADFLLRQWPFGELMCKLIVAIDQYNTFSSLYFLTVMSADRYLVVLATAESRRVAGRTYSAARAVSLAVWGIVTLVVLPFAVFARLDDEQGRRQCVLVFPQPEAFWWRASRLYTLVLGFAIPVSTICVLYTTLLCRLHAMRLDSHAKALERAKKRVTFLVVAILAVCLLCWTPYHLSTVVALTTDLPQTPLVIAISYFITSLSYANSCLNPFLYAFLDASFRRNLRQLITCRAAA
V1aR counter: agonists of human V1a receptor, primary screen, counter-screen for OXTR agonist project, fluorescence, CHO-V1R cells; activation, % at 3 µM; 0.25% of 320,000 active; AID 2797, 2010; Vasopressin V1a receptor (Homo sapiens), P37288; Fluo-8 calcium fluorescence, agonist mode; 0% DMSO, 100% 3 nM vasopressin;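 active means activation above the mean activation of all tested compounds plus 3 SD, per screening run, cut at about 20% in these data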;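 further: signal is peak over basal fluorescence ratio across a 100 second FLIPR read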
DNA FID counter: compounds displacing fluorescent DNA intercalator, primary screen, artefact control for HCV NS3 helicase inhibitor project, biochemical, FID fluorescence; inhibition, % at 7.9 µM; 0.17% of 290,000 active; DNA fluorescent intercalator displacement; in the data active means inhibition above about 37%;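 further: 0% = vehicle and 100% = reference compound; higher means more ethidium bromide displaced from hairpin DNA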
VIM-2 inhibitor: VIM-2 metallo-beta-lactamase inhibitors, primary screen, biochemical, epi-absorbance readout, Pseudomonas aeruginosa enzyme. purified VIM-2, nitrocefin hydrolysis, epi-absorbance fluorescence. inhibition, % at 5.6 µM. 0.89% of 290,000 active;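 active means inhibition above the mean of all tested compounds plus 3 SD, cutoff set per screening run, cut at about 7.5% in these data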;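 further: red hydrolysis product quenches plate fluorescence so inhibitors raise well fluorescence; 0% = enzyme with DMSO and 100% = DMSO without enzyme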
OXTR agonist: human OXTR agonists, primary screen, fluorescence, CHO-OTR cells, Fluo-8 calcium; Oxytocin receptor (Homo sapiens), P30559; activation, % at 3 µM; AID 2435, 2010; 0.32% of 320,000 active; Fluo-8 calcium fluorescence; normalized: DMSO 0%, oxytocin 100%;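 active means activation above the mean of all tested compounds plus 3 SD, cutoff set per screening run, cut at about 20% in these data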;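 further: peak over basal fluorescence ratio from a 100 s FLIPR kinetic read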
Target sequence (P30559 whole entry, looked up): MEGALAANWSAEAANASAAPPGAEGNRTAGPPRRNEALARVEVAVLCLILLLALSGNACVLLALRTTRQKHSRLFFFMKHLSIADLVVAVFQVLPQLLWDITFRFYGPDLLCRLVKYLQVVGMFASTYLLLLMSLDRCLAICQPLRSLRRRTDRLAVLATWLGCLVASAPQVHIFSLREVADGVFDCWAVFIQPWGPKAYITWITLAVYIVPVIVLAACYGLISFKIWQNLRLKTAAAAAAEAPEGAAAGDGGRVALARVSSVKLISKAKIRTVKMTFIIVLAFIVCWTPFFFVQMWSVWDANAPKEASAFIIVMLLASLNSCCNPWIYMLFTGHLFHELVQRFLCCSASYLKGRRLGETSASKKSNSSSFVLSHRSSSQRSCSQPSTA
PHOSPHO1 inh: PubChem AID 1565; inhibition, % at 13.3 µM; recombinant PHOSPHO1, absorbance phosphatase assay; Phosphoethanolamine/phosphocholine phosphatase (Homo sapiens), Q8TCT1; 1.1% of 290,000 active; in the data active means inhibition above about 60%
Numbers without * were called inactive; nt = no result given.

SMILES | IMP-1 inhibitor | NS3 helicase inh | GalR3 antag | GPR7 antag | V1aR counter | DNA FID counter | VIM-2 inhibitor | OXTR agonist | PHOSPHO1 inh
CS(=O)(=O)N(CCC#N)Cc1ccc(/C=C2\C(=O)Nc3ccccc32)o1 | -3.2 | -11 | 2 | -7 | 0.3 | -8 | -3.5 | 1.1 | -5
CC1Cc2nc(SCC(=O)N3CCN(c4ccccc4)CC3)n(CCc3ccccc3)c(=O)c2S1 (stereo unspecified) | -3.2 | -15 | nt | 10 | -1.2 | -27 | -1.6 | -2.0 | 10
Cc1cc(NC(c2cccnc2)c2c(C)[nH]c3ccccc23)no1 (stereo unspecified) | -2.4 | 8 | -2 | -11 | 0.0 | 0 | -3.2 | -0.5 | 14
O=C(O)c1ccc2c(c1)C(=O)N(N1C(=O)c3ccccc3C1=O)C2=O | -2.2 | 3 | -10 | -13 | 1.4 | 4 | -3.6 | 0.6 | -4
O=C(c1ccc(=O)[nH]c1)N1CCN(S(=O)(=O)c2cc(C(F)(F)F)ccc2Cl)CC1 | -3.1 | -6 | -10 | 0 | -0.4 | -10 | -2.6 | 0.6 | 10
COc1cccc(/C=C2\SC(=S)N(CCCC(=O)N3CCCCC3)C2=O)c1 | -2.0 | -9 | -3 | -7 | 0.8 | -13 | -2.0 | -0.5 | -13
CCc1cccc(C)c1NC(=O)c1ccoc1C | -2.4 | 14 | -4 | -3 | -0.2 | 0 | -1.1 | -1.4 | -1
COc1ccc(S(=O)(=O)N(Cc2ccccc2)c2ccccc2C(=O)Nc2ccccc2C(=O)NCc2ccco2)cc1 | -0.3 | -10 | -1 | -1 | 0.9 | -8 | -1.0 | 0.0 | -3
CC(C)[C@H](NC(=O)N1CC(=O)Nc2ccccc21)C(=O)N1CCC(C(=O)O)CC1 | -1.7 | 6 | -1 | -18 | -0.1 | -13 | -0.9 | 0.4 | 13
Cc1nnc(SCC(=O)NCc2cccs2)n1-c1ccccc1 | -3.3 | -5 | -5 | 0 | 0.1 | 0 | -1.2 | 0.1 | 6
O=C(N/N=C/c1cccs1)c1cnccn1 | -4.2 | 6 | -3 | -10 | 0.0 | 3 | -3.6 | -0.3 | 2
O=C(c1cc(-c2ccc(O)cc2)on1)N1CCc2ccccc2C1 | -1.6 | -9 | 1 | -4 | 6.8 | -7 | -2.1 | 7.4 | -13

Sorted by value in PHOSPHO1 inh (low to high): 3 from the list above.
smiles	PHOSPHO1 inh
COc1ccc(S(=O)(=O)N(Cc2ccccc2)c2ccccc2C(=O)Nc2ccccc2C(=O)NCc2ccco2)cc1	-3
CC1Cc2nc(SCC(=O)N3CCN(c4ccccc4)CC3)n(CCc3ccccc3)c(=O)c2S1 (stereo unspecified)	10
Cc1cc(NC(c2cccnc2)c2c(C)[nH]c3ccccc23)no1 (stereo unspecified)	14

Other compounds:
SMILES | IMP-1 inhibitor | NS3 helicase inh | GalR3 antag | GPR7 antag | V1aR counter | DNA FID counter | VIM-2 inhibitor | OXTR agonist | PHOSPHO1 inh
CCC(C(=O)Nc1c(C)cc(C)cc1C)N1CCCCCC1 (stereo unspecified) | -2.6 | -11 | -9 | -4 | 0.8 | -2 | -2.6 | -0.8 | 39
COc1cc2c(cc1OC)[C@H](C)N(C(=O)NCc1ccccc1)CC2 | -1.8 | 5 | -10 | 6 | 0.0 | -20 | 0.1 | -0.1 | 10
O=C(NCc1ccc2c(c1)OCO2)c1ccc(CS(=O)(=O)c2cccc(C(F)(F)F)c2)o1 | -3.9 | -1 | -6 | -8 | 3.5 | -22 | -2.0 | 1.0 | -4
O=C(NCCCN1CCOCC1)C(c1ccccc1)c1ccccc1 | 0.5 | 0 | 4 | 3 | 3.0 | -1 | 0.3 | 1.0 | 34
CC(C)(CSc1nncn1N)NS(=O)(=O)c1ccc(Cl)cc1 | -3.0 | 1 | -1 | -13 | -0.3 | -2 | -0.2 | -0.3 | -6
Cc1cc(SCC(=O)NCCC2=CCCCC2)nc2ccccc12 | -3.3 | 18 | -2 | -6 | 0.2 | -31 | -1.9 | -1.9 | 33
CCCCCC1CC(=O)C=C(C)C1C(=O)OC (stereo unspecified) | 0.0 | -8 | 0 | -8 | 0.6 | -2 | -0.4 | -1.8 | 24
COc1ccc(CC(=O)NCc2n[nH]c(=S)n2-c2ccc(F)cc2)cc1 | -3.3 | 0 | -4 | -13 | 0.3 | -9 | -3.1 | 0.2 | -116
CCOC(=O)c1ccccc1NC(=O)CSc1ccccc1 | -1.7 | -10 | -2 | -17 | -0.9 | -15 | -1.4 | -2.3 | 14
S=c1nc[nH]c2c1[nH]c1ccc(Cl)cc12 | -1.4 | -7 | 8 | -11 | -0.6 | -4 | -3.8 | -0.7 | -124
OC1CCN(Cc2cn(Cc3ccccc3)nc2-c2cc3ccccc3o2)CC1 | -2.0 | -18 | -6 | 10 | 3.2 | 14 | -3.4 | 6.7 | 41
CC(NC(=O)Cc1ccccc1)C1COc2ccccc2O1 (stereo unspecified) | 0.0 | 7 | -6 | 1 | -0.8 | -2 | 0.0 | -0.2 | 38
Cc1cc(C(=O)CSc2nc3ccccc3c(=O)[nH]2)c(C)n1CC1CCCO1 (stereo unspecified) | -1.3 | 5 | -5 | -5 | 11 | -32 | 3.1 | 16 | 13
CCN1CCCC1CNC(=O)C(=O)Nc1cccc(OC)c1 (stereo unspecified) | -3.3 | 11 | 1 | -5 | 0.8 | -4 | -2.7 | 1.6 | -5
COC(=O)CCCC(=O)NC1CCCc2c1cnn2-c1ccc(F)cc1F (stereo unspecified) | -2.9 | 3 | -7 | -21 | 0.0 | -9 | -1.8 | -0.7 | nt
CCNc1nc(N2CCCC2)nc(N2CCCC2)n1 | -2.3 | -17 | -4 | -1 | 0.4 | -2 | 2.7 | 0.4 | 15
C/C(CC(=O)Nc1cccnc1)=N\NC(=O)C(C)Oc1ccc(Cl)cc1Cl (stereo unspecified) | -1.1 | 4 | -2 | 10 | -0.2 | -7 | -1.5 | -1.3 | 8
COc1ccc(CN(C)CC(=O)Nc2sc3c(c2C#N)CCC3)cc1OC | -2.1 | 2 | -6 | -5 | 4.9 | -17 | -0.6 | 8.3 | -25
Cc1ccc(C)c(SCc2nc3sc(C(=O)O)c(C)c3c(=O)[nH]2)c1 | -2.0 | -1 | -5 | -17 | 0.2 | -4 | -1.4 | -0.3 | 11
COc1ccc(N2CCN(CC(=O)Nc3cc(C)on3)CC2)cc1 | -1.3 | -4 | 0 | -4 | -0.2 | 2 | -4.3 | -1.1 | 23
O=C(NNS(=O)(=O)c1ccc(F)cc1F)c1csc(-c2cccnc2)n1 | -2.3 | 5 | -5 | 0 | 0.7 | -13 | 0.0 | 0.1 | -1
N#Cc1c(SCC(N)=O)nc2c(c1-c1ccncc1)CCCC2 | -3.6 | -10 | -1 | -9 | 0.6 | -8 | 1.1 | 2.6 | 13
COc1ccc(N(C(C)C(=O)N/N=C/c2ccc(OCC(C)C)cc2)S(C)(=O)=O)cc1 (stereo unspecified) | -1.5 | -12 | 1 | -4 | -0.4 | -20 | -1.7 | -2.5 | 1
CCCCN(CCCC)Cc1ccc(C(=O)NNC(=O)Nc2ccccc2)o1 | -2.0 | 6 | -5 | -19 | -0.3 | 2 | -4.0 | -0.4 | -29

No new results follow: four of the compounds above.
SMILES | IMP-1 inhibitor | NS3 helicase inh | GalR3 antag | GPR7 antag | V1aR counter | DNA FID counter | VIM-2 inhibitor | OXTR agonist | PHOSPHO1 inh
Cc1cc(C(=O)CSc2nc3ccccc3c(=O)[nH]2)c(C)n1CC1CCCO1 (stereo unspecified) | -1.3 | 5 | -5 | -5 | 11 | -32 | 3.1 | 16 | 13
CCN1CCCC1CNC(=O)C(=O)Nc1cccc(OC)c1 (stereo unspecified) | -3.3 | 11 | 1 | -5 | 0.8 | -4 | -2.7 | 1.6 | -5
COC(=O)CCCC(=O)NC1CCCc2c1cnn2-c1ccc(F)cc1F (stereo unspecified) | -2.9 | 3 | -7 | -21 | 0.0 | -9 | -1.8 | -0.7 | nt
CCNc1nc(N2CCCC2)nc(N2CCCC2)n1 | -2.3 | -17 | -4 | -1 | 0.4 | -2 | 2.7 | 0.4 | 15

More records
SMILES | IMP-1 inhibitor | NS3 helicase inh | GalR3 antag | GPR7 antag | V1aR counter | DNA FID counter | VIM-2 inhibitor | OXTR agonist | PHOSPHO1 inh
Cc1noc(C)c1S(=O)(=O)N(CC(=O)Nc1ccc2c(c1)OCO2)c1ccc(C(C)C)cc1 | -3.2 | 10 | 1 | -10 | 0.3 | 0 | -0.8 | 0.2 | -13
Cc1cccc(NC(=O)c2cc([N+](=O)[O-])ccc2NC2CCCCC2)c1 | -1.4 | 5 | 1 | -5 | 0.6 | -3 | -1.9 | -1.2 | -2
Cc1onc(-c2c(F)cccc2Cl)c1C(=O)NC1CCCCCC1 | -2.6 | -1 | -5 | 2 | -1.1 | -26 | -2.4 | -2.8 | 37
CCCc1nnc(NC(=O)CCC(=O)N2CCN(c3nc(C)cc(C)n3)CC2)s1 | -0.8 | 3 | 3 | -17 | 0.1 | -8 | -1.4 | 0.2 | 25
CC1c2cc3c(cc2CCN1CC(=O)Nc1ccccc1)OCCCO3 (stereo unspecified) | -2.3 | 3 | -7 | 1 | 6.2 | -9 | -3.4 | 6.4 | -7
O=C(CSc1ncc(C(F)(F)F)cc1Cl)N1CCN(S(=O)(=O)c2ccccc2)CC1 | -0.6 | -9 | 1 | -11 | -1.1 | -31 | 2.0 | -1.9 | 3
Cc1csc(NC(=O)c2ccc(C)c(S(=O)(=O)N3CCOCC3)c2)n1 | -0.9 | -13 | -5 | -10 | 0.9 | -8 | -0.2 | 2.1 | 0
O=C(OCc1ccc(COC(=O)c2cccnc2Cl)cc1)c1cccnc1Cl | -0.5 | 2 | 0 | -1 | 9.4 | -4 | -0.3 | 11 | 28
CCC(C)NC(=O)C1CCN(S(=O)(=O)c2ccc(OC)cc2)CC1 (stereo unspecified) | 0.7 | -2 | -5 | 2 | 0.4 | -7 | -5.6 | 0.3 | -2
CC(=O)c1ccc2noc(-c3ccc(C)cc3)c2c1 | -3.2 | 19 | -3 | -6 | -0.4 | -22 | 0.7 | -2.4 | 53
O=C(COC(=O)/C=C/c1cccc(F)c1)Nc1ccc(Cl)cn1 | -1.1 | 11 | -6 | 1 | 0.4 | -5 | -0.2 | 0.4 | 27
CN(c1ccccc1C(=O)Nc1ccccc1C(=O)NCc1ccco1)S(C)(=O)=O | -4.2 | 7 | -5 | -12 | 0.4 | -11 | -1.6 | 0.3 | 16

Compound activity as filed in PubChem BioAssay.
